14-3-3g Raf: 14-3-3 gamma protein interaction modulation. FP, 14-3-3gamma / TMR-pS259-Raf peptide binding. inhibition, % at 40 µM. 160,000 compounds, 0.19% hits. AID 422; in the data active means inhibition above about 30%;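 further: 0% = protein plus tracer without compound and 100% = blank with tracer alone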
Target sequence (P61981 whole entry, looked up): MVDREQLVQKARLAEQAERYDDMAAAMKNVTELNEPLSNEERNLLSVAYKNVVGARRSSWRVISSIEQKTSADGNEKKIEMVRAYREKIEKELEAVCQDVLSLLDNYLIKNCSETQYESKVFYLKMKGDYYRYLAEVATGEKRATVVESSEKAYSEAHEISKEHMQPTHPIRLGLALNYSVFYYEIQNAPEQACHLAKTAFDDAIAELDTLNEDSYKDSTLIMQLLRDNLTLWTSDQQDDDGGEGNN
* marks the source's active call; other numbers are inactive results; & = joins results of further samples. The list is partial; rates above refer to the full screens.

14-3-3g Raf	SMILES
5.6	CCC(C)NC(=O)CN1C(=O)CSc2ccc(S(=O)(=O)N3CCCC3)cc21 (stereo not drawn)
-148.2	Cc1ccc(-c2csc(-c3cc4cc(Cl)ccc4oc3=O)n2)c(C)c1
-5.9	CCSc1c(C(=O)Nc2cccc([N+](=O)[O-])c2)ccc2c1C(=O)c1ccccc1C2=O
-5.0	CC1=C(C(=O)Nc2ccc(C)cn2)C(c2cccc(Cl)c2)C2=C(CCCC2=O)N1 (stereo not drawn)
-3.7	COc1ccc(CN(C)C2CCCCC2)cc1
11.6	COC(=O)c1c[nH]n2c(NC3CCC(C)CC3)c(-c3ccc(Cl)cc3)nc12 (stereo not drawn)
0.6	CCOC(=O)N1CCC(NC(=O)c2ccc(OC)c(CN3CC(=O)N4CCCC4C3=O)c2)CC1 (stereo not drawn)
2.2	Cc1cccc(C(=O)NC(N2CCCCC2c2cccnc2)(C(F)(F)F)C(F)(F)F)c1 (stereo not drawn)
-5.7	CNC(=O)CN(Cc1ccccc1)S(=O)(=O)c1ccccc1
-5.8	COc1ccc2[nH]c(=O)c(=O)[nH]c2c1
-19.1	CCOC(=O)C1=C(C)Nc2nc(SCc3ccccc3)[nH]c(=O)c2C1c1ccc([N+](=O)[O-])cc1 (stereo not drawn)
-23.9	CCOc1cc(C(=O)Nc2cc(C)c3c(=O)oc4ccccc4c3n2)cc(OCC)c1OCC
2.7	O=C(CCc1ccccc1)Nc1ccc(-c2nc3ccccc3c(=O)o2)cc1
-5.0&-9.9	CCOC(=O)c1sc(=NC(=O)c2ccc(S(=O)(=O)N3CC(C)OC(C)C3)cc2)n(C)c1C (stereo not drawn)
-18.1	Cc1ccc(C(=O)CC2(O)C(=O)N(Cc3ccccc3Cl)c3ccccc32)o1 (stereo not drawn)
11.8	CCN(CC)CCOC(=O)C1(c2ccc(OC)c(OC)c2)CCCC1
-10.0	Cc1ccc(-c2nn(-c3ccccc3)cc2C=Nc2c(C)n(C)n(-c3ccccc3)c2=O)o1
-4.8	COc1cc(C)c(C)cc1S(=O)(=O)n1ccnc1C
-13.2	Cc1ccc2cc(C#N)c(N3CCCN(C(=O)C4CCCO4)CC3)nc2c1C (stereo not drawn)
-4.3&-7.0	O=C(CSc1nc(-c2cccs2)cc(C(F)(F)F)n1)NCCCn1ccnc1
4.9	O=C1C2CC=CCC2C(=O)N1c1ccc(NC(Cc2ccccc2)c2ccccc2)c([N+](=O)[O-])c1 (stereo not drawn)
-6.0	O=c1cccccc1NC1CCCCC1
-3.4	CC(CNC(=O)c1cccc2ccccc12)c1ccccc1 (stereo not drawn)
-8.1	CSc1cccc(Nc2c3c(nc4ccc(Cl)cc24)CCC3)c1
20.2	CC(=O)c1cccc(NC(=O)COc2ccc(C)cc2Br)c1
4.6	CCOC(=O)Cn1c(C)nc2ccccc21
-14.2	Nn1c(SCc2cn3ccsc3n2)nnc1-c1ccncc1
0.4	COC(=O)c1c(NC(=O)c2cc(Cl)ccc2OC)sc(C)c1C
-16.8	Cc1cccc(C(=O)Nc2sc3c(c2C(=O)N2CCCCC2)CCCC3)c1
-9.0	c1coc(-c2nnc(SCc3nc4ccccc4[nH]3)o2)c1
3.7	CCc1ccccc1NC1=CC(=O)CC(C)(C)C1
12.2	Cc1c(NC(=O)N2c3ccccc3Sc3ccccc32)c(=O)n(-c2ccccc2)n1C
-65.8	COC(=O)c1ccc(NC(=O)CSc2nnc(-c3ccco3)c(-c3ccco3)n2)cc1
-2.5	COc1ccc(NC(=O)Cn2nnc(-c3ccccc3N)n2)cc1OC
-5.0	CCc1ccc(NC2=NCC(=O)N2Cc2ccc3c(c2)OCO3)cc1
-10.1	NC(=O)COC(=O)CCCc1c[nH]c2ccccc12
8.6	Cc1cc(NC(=O)CSc2nnc(-c3ccc(S(=O)(=O)N4CCCC4)cc3)n2C)no1
-1.6	CCN(CC)c1ccc(C2C(C(=O)OC)=C(C)NC3=C2C(=O)CC(c2ccccc2)C3)cc1 (stereo not drawn)
-7.9	Cc1cc(N2CCCCC2)nc(SCc2ccc(C#N)cc2)n1
-6.9	O=C(NCCc1cn2ccccc2n1)c1ccc(Br)o1
-1.6	CSc1cccc(NC(=O)C2(S(=O)(=O)c3ccc(C)cc3)CC2)c1
-17.9	Cc1ccc(-c2nc3ccc(Cl)cn3c2Nc2ccc3c(c2)OCCO3)s1
3.5&-1.2	O=C(CSc1nc2c(c(=O)n1-c1ccc(F)cc1)SCC2)NCC1CCCO1 (stereo not drawn)
6.8	c1ccc(Cn2c3c(c4ccccc42)CCc2nonc2-3)cc1
2.2	CCOCCCNC(=O)C(NC(=O)c1ccccn1)c1ccc(C)cc1 (stereo not drawn)
1.3	CC1CCc2cc(F)cc3c(O)c(C(=O)Nc4cccnc4)c(=O)n1c23 (stereo not drawn)
-8.0	COc1ccc(-n2c(=O)c3c4c(sc3n3c(SC(C)C)nnc23)CCCCC4)cc1
0.0	COc1ccccc1N(CC(=O)NC1CCCCC1)S(C)(=O)=O
0.9	O=C(NCC1CCCO1)c1c(O)c2cccc3c2n(c1=O)CC3 (stereo not drawn)
-4.8	CCn1c(Sc2nc(C)nc3scc(-c4cccs4)c23)n[nH]c1=O

3 of the compounds above, field by field.
> CCc1ccccc1NC1=CC(=O)CC(C)(C)C1
  14-3-3g Raf = 3.7

> Cc1c(NC(=O)N2c3ccccc3Sc3ccccc32)c(=O)n(-c2ccccc2)n1C
  14-3-3g Raf = 12.2

> COC(=O)c1ccc(NC(=O)CSc2nnc(-c3ccco3)c(-c3ccco3)n2)cc1
  14-3-3g Raf = -65.8

The listing picks up with the 4 entries that preceded the break.
14-3-3g Raf	SMILES
-8.0	COc1ccc(-n2c(=O)c3c4c(sc3n3c(SC(C)C)nnc23)CCCCC4)cc1
0.0	COc1ccccc1N(CC(=O)NC1CCCCC1)S(C)(=O)=O
0.9	O=C(NCC1CCCO1)c1c(O)c2cccc3c2n(c1=O)CC3 (stereo not drawn)
-4.8	CCn1c(Sc2nc(C)nc3scc(-c4cccs4)c23)n[nH]c1=O
-6.1	CCn1c(=NC(=O)c2ccc(S(=O)(=O)N3CCCC(C)C3)cc2)sc2cc(F)ccc21 (stereo not drawn)
-3.9	CC(C)N(C)C1CCN(S(=O)(=O)c2cccc([N+](=O)[O-])c2)CC1
-3.0	O=C(NCCSc1c(-c2ccccc2)[nH]c2ccccc12)c1cccs1
-4.8	CCOC(=O)N1CCC(NC(=O)c2cc3ccccn3n2)CC1
-9.8	CC1N=C2c3ccccc3N=C(SCc3ccccc3Cl)N2C1=O (stereo not drawn)
-2.9	CCC(=O)Nc1sc(C(=O)N2CCCCC2)c(C)c1C#N
0.2	COC(=O)c1cc(OC)c(OC)cc1NC(=O)c1oc2ccccc2c1C
-2.6	OC(CN1c2ccccc2Sc2ccccc21)Cn1nnc2ccccc21 (stereo not drawn)
2.4	O=C(NCCC1=CCCCC1)c1ccc(CS(=O)(=O)c2ccc(Cl)cc2)o1
-9.9	O=C(CSc1nc2cc3c(cc2c(=O)n1Cc1ccco1)OCO3)c1ccc(Br)cc1
2.8	CC(C)CNC(=O)c1sc(=S)n(-c2ccc(Cl)cc2)c1N
-1.3	CCC(C)(NC(=O)c1ccccn1)C(=O)NC1CCCC1 (stereo not drawn)
-0.3	CN1C(C(=O)c2ccccc2)=C(OC(=O)CN2C(=O)c3ccccc3C2=O)c2ccccc2S1(=O)=O
-6.7	Cc1ccc(CNC(=O)C2c3ccccc3Oc3ccccc32)cc1
0.9	CCCNC(=O)NC(C(=O)OC)C12CC3CC(CC(C3)C1)C2 (stereo not drawn)
14.1	N#CCCN(CCN1CCCC1)S(=O)(=O)c1ccc(-c2ccc([N+](=O)[O-])cc2)cc1
-50.0	Cc1cccc2nc(Cn3c(=O)n(CCC(=O)NCc4ccc5c(c4)OCO5)c(=O)c4ccccc43)cc(=O)n12
-6.6	Fc1cnc(N2CCOCC2)nc1N1CCc2ccccc21
-3.4	COc1cc(NC(=O)NCc2ccncc2)cc(OC)c1OC
-0.3	Cc1cc(-c2ccccc2)n2nc(-c3ccc(Br)cc3)cc2n1
3.3	COc1cc(-c2nc3ccc(C)cn3c2Nc2ccc(C)cc2)ccc1O
4.3	Cc1[nH]nc2c1C(c1ccc(F)cc1)C1=C(CC(C)(C)CC1=O)N2 (stereo not drawn)
-4.7	CCOC(=O)C1=C(C)NC2=C(C(=O)CC(C)(C)C2)C1c1ccccn1 (stereo not drawn)
1.4	CC1CC(C)CN(C(=O)Cc2c(C(=O)O)[nH]c3ccc(Cl)cc23)C1 (stereo not drawn)
-1.0	Cc1cccc(C)c1N(C(=O)c1ccccc1)C(=O)C(c1ccccc1)N1CCOCC1 (stereo not drawn)
-9.6	Nc1nncn1C(=O)CCCN1C(=O)c2ccccc2C1=O
2.5	O=S(=O)(Nc1ccn(-c2ccccc2)n1)c1ccc(Br)cc1
-54.2	Cc1ccc2nc(C)cc(Nc3ccc(Cl)cc3)c2c1
-2.6	CC(NC(=O)C1CCN(S(=O)(=O)c2ccc(F)cc2)CC1)c1ccccc1 (stereo not drawn)
-9.7	FC(F)(F)c1cc(-c2ccc(Cl)cc2)nc2c(-c3ccccc3)cnn12
-5.4	O=C(O)C1=CCCNC1
-14.3	Clc1ccc(-c2noc(CC3CCCCC3)n2)cc1
-139.2	Cc1ccc(C(=O)C2C(c3ccc(F)cc3)C(C#N)(C#N)C3C=Cc4ccccc4N23)cc1 (stereo not drawn)
-6.1	COc1ccc(C2CC(=O)C3=C(C2)NC(C)=C(C(=O)OC2CCCC2)C3c2cccc([N+](=O)[O-])c2)cc1OC (stereo not drawn)
1.3	Cc1ccc(S(=O)(=O)NCc2ccc(C(=O)NCCCN3CCN(C)CC3)cc2)cc1
-1.5	CCc1ccc(C2C(C(=O)OCCOc3ccccc3)=C(C)NC3=C2C(=O)CCC3)cc1 (stereo not drawn)
-26.9	Cc1ccn2c3nc(=O)sc-3cnc2c1
3.5	CSc1ccc(CN(C)CC(=O)NC(=O)NC(C)(C)C)cc1
-5.3	O=[N+]([O-])c1nn(-c2ccccc2)n(O)c1=NCc1ccco1
-3.5	Cc1nc(N=C(N)N)nc2cc3c(cc12)OCO3
-12.4	CCN(CC)c1ccc(C2Nc3ccccc3NC3=C2C(=O)CC(C)(C)C3)cc1 (stereo not drawn)
-8.6	COc1ccc(N2CCN(S(=O)(=O)c3cc(Br)cc4c3N(C(C)=O)C(C)C4)CC2)cc1 (stereo not drawn)
-4.4	CC(=O)C(Sc1nc(-c2ccco2)nc2c1c(=O)n(C)c(=O)n2C)C(C)=O
-3.3	CSc1nc2sc3c(c2c(=O)[nH]1)CCC(C)C3 (stereo not drawn)
-3.3	CCCC1CCC(C(=O)Nc2cc3cc([N+](=O)[O-])ccc3oc2=O)CC1 (stereo not drawn)
-15.9	CCCSc1oc(-c2ccc(C)cc2)nc1S(=O)(=O)c1ccccc1
-14.8	COc1ccc(CNC(=O)c2cnn3c(C)c(Cc4ccccc4C)c(C)nc23)cc1
-1.4	O=C1C(c2ccc(F)cc2)N(CCC2=CCCCC2)C(=O)CN1C1CCCCC1 (stereo not drawn)
-9.5	Cn1c(SCC(N)=O)nnc1-c1ccccc1
9.7	CCOC(=O)C1C(=O)CC(C)(O)C(C(=O)OCC)C1c1ccc(Cl)cc1 (stereo not drawn)

Next section:
14-3-3g Raf	SMILES
5.2	CCN1CCN(C(=O)c2c(-c3ccccc3)noc2C)CC1
-4.3	CCOc1ccc(C2Nc3ccc4ccccc4c3C3=C2C(=O)CC(C)(C)C3)cc1OC (stereo not drawn)
-44.2	CCOc1ccc2cc(C3=NN(C(=O)CCC(=O)O)C(c4ccc(C)cc4)C3)c(=O)[nH]c2c1 (stereo not drawn)
-1.2	Cc1ccc(NC(=O)CSc2nc3ccccc3c(=O)n2Cc2ccco2)cc1C
-25.8	Cc1nc2c(sc3cc([N+](=O)[O-])cc(SCc4ccccc4)c32)c(=O)n1C
27.6	O=C(O)c1ccc(Cl)c2c1C1C=CCC1C(c1ccccn1)N2 (stereo not drawn)
-103.7	COc1ccc(Nc2cc(C(=O)NCCc3ccccc3)c3ccccc3n2)c(OC)c1
1.8	CC1CC(C)CN(S(=O)(=O)N2CCCC(C(=O)NCc3ccc(F)cc3)C2)C1 (stereo not drawn)
-111.2	O=C(Nc1ccc(O)c(-c2nc3ccccc3s2)c1)c1cccnc1
4.0	Cc1ccc(-c2nc(CSCC(=O)N3CCN(C(=O)c4ccco4)CC3)c(C)o2)cc1
-0.2	O=C(NCc1ccco1)c1cc2n(n1)C(C(F)(F)F)CC(c1ccc(Cl)cc1)N2 (stereo not drawn)
-1.6	COc1ccc(-n2ccnc2SCC(=O)Nc2ccc(OC(F)(F)F)cc2)cc1
-7.3	CCCOc1ccc(CC(CC(=O)O)(C(=O)O)C(=O)O)cc1
-7.0	O=C(NCc1ccncc1)c1cccc(F)c1
-100.7	COc1ccc(-n2c(-c3ccc(C)cc3)nc3c(cnn3-c3ccccc3)c2=O)cc1
3.2&2.6	CCc1cccc(NS(=O)(=O)c2c(C)n[nH]c2C)c1
1.0	CC(C)(C)n1nc2c(c1NC(=O)COc1ccc(Cl)cc1)CS(=O)(=O)C2
-2.5	COc1cc(C(=O)Nc2cccnc2)c([N+](=O)[O-])cc1OC
-0.4	CCn1c(C(O)c2ccccc2)nc2ccccc21 (stereo not drawn)
-9.2	O=C(OCC1OC(n2ccc(=O)[nH]c2=O)C(O)C1O)c1ccccc1 (stereo not drawn)
-3.4	O=C(c1ccc(S(=O)(=O)N2CCOCC2)cc1)N1CCN=C1SCc1ccccc1
-9.9	CC(C)c1ccccc1OCC(=O)NCCc1nc2ccccc2[nH]1
-4.7	O=C(COC(=O)CCC(=O)c1ccc(Cl)cc1)NCC1CCCO1 (stereo not drawn)
-16.1	Cc1ccc(-c2cc(C(=O)NCc3cccs3)no2)cc1
-5.5	Cc1c(C(=O)N2CCCc3ccccc32)oc2ccc(S(=O)(=O)N3CCOCC3)cc12

Some of the entries above, reformatted:
molecule	14-3-3g Raf
CC1CC(C)CN(S(=O)(=O)N2CCCC(C(=O)NCc3ccc(F)cc3)C2)C1 (stereo not drawn)	1.8
O=C(Nc1ccc(O)c(-c2nc3ccccc3s2)c1)c1cccnc1	-111.2

Assay outcomes as filed in PubChem BioAssay.
